Screens (PubChem BioAssay)
HepG2 tox: kills HepG2 cells in TGF-b inhibitor counter-screen; HepG2 CAGA-GFP viability, ATP luminescence, 18 h; AID 588856; 410,000 compounds, 0.76% hits; Potency, µM (top dose mostly 46.1 µM), inactives show at the top dose activity change, negative = cytotoxicity, hits mostly cytotoxic; also: potency is read from the fitted curve at half-maximal effect; some results filed as inactive show a strong effect at the top dose
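HepG2 CAGA-GFP cells (1000/well, DMEM with 1% FBS) received compound, then TGF-beta at 500 pg/mL final, and were incubated 18 hours at 37 degrees C. Viability was read by CellTiter-Glo luminescence. Media-only wells were set as complete cell-killing and DMSO as no toxicity.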
Nrf2 activator: activators of Nrf2 (ARE) signaling | AREc32 ARE-luciferase reporter (MCF7-derived line), luminescence, 24 h | Potency, µM (series often up to 46.1 µM), for the others: at the top dose activation, most hits filed as activators | 410,000 compounds, 0.31% hits; also: potency is read from the fitted curve at half-maximal effect; % of control where 0% means no effect; nearly all actives have a fitted effect of over 65% in size
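Cells of the AREc32 ARE-luciferase line are plated in OPTI-MEM containing 5% FBS and left overnight at 37 deg C. Compounds are pinned in, incubation continues 24 hr, and firefly luciferase signal is then measured.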
A549 viability: kills or reduces viability of A549 cells in Nrf2 counter-screen | A549 ARE-Fluc cells, CellTiter-Fluor viability, 18-24 h | Potency, µM (titrated, usually from 46 µM), without a hit: at the highest dose activity change, negative = cytotoxicity, hits mostly inhibitors | 390,000 compounds, 0.16% hits; also: potency is read from the fitted curve at half-maximal effect; % is scaled to controls: 0 for no effect and ±100 for the full control effect
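A549 ARE-Fluc cells in 5% FBS OPTI-MEM, 5000 cells/well, rested 2 h then exposed to compounds in concentration-response for 18-24 h at 37 °C. Viability by CellTiter-Fluor fluorescence (Ex 405/Em 525) after 30 min; luciferase luminescence (BugLite, 15 min, RT) read afterwards.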
TGFb SMAD3 inh: inhibitors of TGF-b signaling | HepG2 CAGA-GFP TGF-b/SMAD3 reporter, GFP fluorescence, 18 h; TGF-beta stimulated, 500 pg/mL final | Potency, µM (titrated, usually from 46.1 µM), without a hit: at the top dose activity, negative = inhibition, actives largely listed as inhibitors | 410,000 compounds, 1.2% hits; also: potency is read from the fitted curve at half-maximal effect; % is scaled to controls: 0 for no effect and ±100 for the full control effect; nearly all actives have a fitted effect of over 65% in size
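Using HEPG2 CAGA-GFP reporter cells at 1000 cells/well, we pinned test compounds, stimulated with recombinant TGF-beta (500 pg/mL final) and measured total well GFP after 18 h.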
Abeta yeast res: A-beta toxicity reversal in yeast; Potency, µM (doses to about 46.1 µM), without a hit: at the top dose growth rescue, most hits filed as activators; AID 1347071; yeast expressing A-beta42, growth rescue, OD600, 48 h; response scale: 0% DMSO, 100% iron-clioquinol control; 410,000 compounds, 0.063% hits; also: potency is read from the fitted curve at half-maximal effect; nearly all actives have a fitted effect of over 55% in size
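Yeast A-beta toxicity model in growth medium with pinned compounds, 48 h at 30 C; growth read as absorbance at 600 nm. Normalized to FeCl3/clioquinol equimolar mix (positive) and DMSO (negative).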
Nrf2 block: blocks Nrf2 signaling | A549 ARE-Fluc reporter, luciferase luminescence, 18-24 h | Potency, µM (titrated, usually from 46 µM), without a hit: top-dose activity change, negative = inhibition, most hits filed as inhibitors | 360,000 compounds, 2.1% hits; also: potency is read from the fitted curve at half-maximal effect; % is scaled to controls: 0 for no effect and ±100 for the full control effect; nearly all actives have a fitted effect of over 60% in size
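Reporter: ARE-Fluc in A549. Exposure: 18-24 h, 37 °C, 5% CO2, 5% FBS OPTI-MEM. Readouts: fluorescent cytotoxicity (CellTiter-Fluor), then luminescent Nrf2 signal after BugLite.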
CCT chaperon mod: changes cytosolic chaperonin activity | purified chaperonin ATPase assay, HTRF ADP detection, 30 min | activity change, % (no concentration beside the values), hits read low | 360,000 compounds, 0.3% hits | AID 651819; in the data active = activity change below about -30%; also: % is scaled to controls: 0 for no effect and ±100 for the full control effect
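TRiC (40 or 20 nM final, by batch activity) in 30 mM Tris pH 7.4, 100 mM KCl, 5 mM MgCl2, 1 mM DTT was treated with compound at 76 uM single dose, then 10 uM ATP, 30 min at 37 °C. ADP was read by HTRF Transcreener.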
Mm-Cpn inhibitor: inhibitors of Methanococcus maripaludis chaperonin (MmCpn). purified Mm-Cpn ATPase, ADP Transcreener TR-FRET. Potency, µM (top dose mostly 76.9 µM), inactives show at the highest dose activity, negative = inhibition, actives largely listed as inhibitors. 330,000 compounds, 0.031% hits; also: potency is read from the fitted curve at half-maximal effect; % is scaled to controls: 0 for no effect and ±100 for the full control effect; nearly all actives have a fitted effect of over 80% in size
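TR-FRET (320 nm excitation; 590 and 665 nm emission) reports ADP made from 10 uM ATP by 25 nM enzyme; compounds were preincubated 10 min, reaction run 30 min, both at 37°C.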
pAkt inh: inhibitors of Akt phosphorylation; Neuro2A IGF-stimulated pAkt S473 HTRF, 20 min; stronger effect = lower value; activity change, % for hits at 50 µM; 360,000 compounds, 0.32% hits; AID 651550; in the data active = activity change below about -80%; inconclusive = mostly about -51% to -80%; also: % is scaled to controls: 0 for no effect and ±100 for the full control effect
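Single-point screen (50 µM final compound) in Neuro2A cells stimulated 20 min with 6 nM IGF at 37 deg C. After lysis, Ser473-phosphorylated Akt read by HTRF (ex 330 nm, em 615/665 nm) as the 665/615 ratio.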
The depositor's hits bear a star; i = inactive; u = inconclusive; x = no result given; ! = repeats disagree; [ ] = remark or other dose. Unless noted, calls follow the shape of the dose curve; as a rule, active = well fitted curve in the direction sought with a large enough effect; inconclusive = small, poorly fitted or top-dose-only effect, or another doubt; inactive = no such curve, though single readings can be large; an effect the other way counts as inactive or inconclusive.

SMILES	HepG2 tox	Nrf2 activator	A549 viability	TGFb SMAD3 inh	Abeta yeast res	Nrf2 block	CCT chaperon mod	Mm-Cpn inhibitor	pAkt inh
COc1ccc(-c2cc3c(=O)n(CC(=O)NCc4ccccc4OC)ncn3n2)cc1	5%	-0.7%	5%	-4%	1%	7%	0.0	-1%	i
Cc1ccc(Cn2ccc(=O)c(OCc3c(Cl)cccc3Cl)c2C)cc1	-64%	-0.2%	-9%	u	-20%	u	-2.2	1%	i
CCC1CCCCN1CCCNC(=O)c1ccc(CS(=O)(=O)Cc2ccccc2F)o1 (stereo not drawn)	0%	0.3%	1%	13%	-3%	-20%	-2.2	0%	i
Cc1ccc(C)c(Nc2nc3nonc3nc2N2CCOCC2)c1	1%	0.2%	1%	u	1%	12%	-1.4	-2%	i
CCc1nc2ccc(C(=O)Nc3cc(-c4ccccc4)ccc3OC)cn2c1N(C)CCCc1ccccc1	-33%	-0.9%[9.22 µM]	x	5%	-27%	x	-0.9	x	i
O=C(CN1CCN(C/C=C/c2ccccc2)CC1)NC(=O)NC1CCCCC1	-25%	3.4%	-12%	0%	-10%	-4%	-0.8	-14%	i
COc1ccc(-c2noc(CSc3nc4ccccc4c(=O)n3-c3ccc(C)cc3)n2)cc1	5%	-1.3%	-4%	-1%	-7%	-23%	-0.5	-1%	i
COc1ccccc1OCCCC(=O)NC(C)c1ccccc1 (stereo not drawn)	-12%	-0.5%	5%	u	-6%	-3%	-0.9	-1%	i
COc1ccccc1N1CCN(C(=O)COc2cccc(C)c2C)CC1	-19%	0.0%	-3%	-17%	1%	-12%	-5.2	1%	i
CCCn1cnc2cc(NCc3ccccc3OCC)ccc21	-23%	-0.4%	-3%	-32%	-5%	-29%	x	x	x
Cc1cccc(OCC(=O)N2CCN(c3nnc(-c4ccccc4)c4ccccc34)CC2)c1	-25%	8.0%	-10%	u	u	u	-1.7	-4%	i
CNC(=O)COC(=O)c1cc(-c2ccco2)nc2ccccc12	-6%	u	0%	10%	-15%	3%	2.7	-9%	i
COc1ccc(CC(=O)Nn2c(-c3ccccc3)nc3ccccc3c2=O)cc1	25%	4.3%	1%	2%	14%	-12%	-1.9	1%	i
CC(=O)Nc1ccc2sc(C)nc2c1	12%	-0.1%	0%	14%	3%	u	0.1	-4%	i
COC(=O)C1=C(C(=O)OC)[C@@H]2N(C)c3ccccc3[C@@]23C[C@@H](CO)N(C(=O)c2cccs2)C3=N1	2%	-0.6%	1%	19%	-2%	3%	-2.2	x	i
COC(=O)C1=C(C)NC(=O)NC1C1CC=CCC1 (stereo not drawn)	2%	0.1%	0%	-4%	9%	-21%	3.7	1%	i
COc1cc(CNCCCSc2nnnn2C)cc(Br)c1OC	-4%	-0.8%	-15%	10%	0%	-1%	x	0%	x
Cc1ccc(Nc2c3c(nc4ccccc24)CCC3)cc1F	-56%	5.3%	-3%	u	-15%	1%[9.27 µM]	x	x	x
CCOc1ccc(-n2cc(C(=O)NCc3ccco3)c3cc(OC)c(OC)cc3c2=O)cc1	0%	0.0%	-10%	-7%	12%	-23%	-9.5	-1%	i
O=S1(=O)CCOC[C@H](CC2CCCCC2)N1Cc1ccccc1Br	7.1µM*!	0.2%	-3%	13µM*	1%	u	1.1	1%	i
CC(C)c1ccc(C(=O)Nc2cccc3cccnc23)cc1	-8%	8.4%	-3%	-5%	-3%	u	x	x	x
O=C(NCCN1CCOCC1)c1cc(-c2ccc(Cl)cc2Cl)on1	0%	2.5%	3%	9%	-17%	u	-6.3	-1%	i
CC1CN(CC(O)COc2ccc(C#N)cc2)CCN1CC(O)COc1ccc(C#N)cc1 (stereo not drawn)	5%	-0.9%	-8%	1%	-10%	u	-4.7	-1%	i
O=C(Nc1nnc([C@H]2C[C@H](O)[C@@H](CO)O2)s1)Nc1ccccc1F	-7%	-0.7%	x	u	-4%	x	0.6	x	i
COc1cc(OC)cc(-c2nn[nH]n2)c1	-5%	-1.9%	2%	4%	3%	12%	-1.8	-7%	i
The results go on:
SMILES	HepG2 tox	Nrf2 activator	A549 viability	TGFb SMAD3 inh	Abeta yeast res	Nrf2 block	CCT chaperon mod	Mm-Cpn inhibitor	pAkt inh
O=C(CSc1ncn[nH]1)Nc1nc2c(F)c(F)c(F)cc2s1	-1%	2.6%	x	9%	-10%	x	-1.9	x	i
CC1CC(=O)Nc2ccccc2N1C(=O)CN1C(=O)C(=O)N(C)C1=O (stereo not drawn)	11%	0.4%	-1%	4%	-7%	16%	-2.9	-2%	i
O=C(CCS(=O)(=O)c1ccc(F)cc1)Nc1nnc(-c2ccco2)o1	-1%	u	-4%	u	-6%	0%	-0.9	-5%	i
Cc1ccc(-n2c(=O)c3ccc(C(=O)NCc4ccco4)cc3n(Cc3cccc(Cl)c3)c2=O)cc1	7%	0.2%	6%	10%	-20%	6%	x	x	x
CSc1ccc(S(=O)(=O)N2CCC(C(=O)N3CCc4ccccc4C3)CC2)cc1	7%	2.1%	-3%	u	13%	u	-0.4	-7%	i
C/C(Cc1ccccc1)=N\NC(=O)CNC(=O)/C=C\c1ccccc1	11%	0.3%	4%	3%	13%	7%	-0.1	-1%	i
COc1ccc(-c2ccc(SCC(=O)NC3CCCCC3)nn2)cc1	-5%	4.2%	8%	-8%	-7%	u	0.7	-2%	i
NC(=O)Nc1ccc(C(=O)OCC(=O)Nc2cccc(S(=O)(=O)NC3=NCCC3)c2)cc1	7%	-1.2%	-6%	-4%	12%	-13%	1.4	-2%	i
CCOC(=O)N/N=C(/C)c1ccc(N2C(=O)C3CCCCC3C2=O)cc1 (stereo not drawn)	-1%	-0.3%	2%	-5%	2%	7%	-0.8	-8%	i
COc1cccc(-c2ccnc3c(-c4ccccc4)c(C)nn23)c1	-36%	5.0%	-4%	3%	-22%	u	x	x	x
Cc1onc(-c2ccccc2Cl)c1C(=O)N1CCN(C(=O)c2ccco2)CC1	-2%	0.3%	-4%	-9%	11%	6%	-0.7	2%	i
O=C(NC1CCCCC1)c1cc(-c2ccccn2)nc2ccccc12	8%	0.2%	0%	13%	-6%	-8%	-0.6	-8%	i
CCOCCCNC(=O)C(NC(=O)c1ccccc1O)c1ccccc1 (stereo not drawn)	17%	-0.7%	3%	u	-4%	1%	0.6	0%	i
O=C(CSc1nnc(COc2ccccc2)o1)N1CCCC1	7%	0.1%	4%	12%	4%	10%	0.5	u	i
COc1ccc(CN(C(=O)CNC(=O)c2ccco2)C(C(=O)NCC2CCCO2)c2ccccc2)cc1 (stereo not drawn)	-10%	-0.1%	1%	4%	-13%	4%	-1.4	0%	i
C/C(=N\Nc1ccc(C(=O)O)cc1)c1ccc(S(=O)(=O)NCc2ccco2)cc1	8%	0.1%	13%	15%	-2%	u	-0.2	2%	i
O=C(CSc1nc2cc([N+](=O)[O-])ccc2n1-c1ccccc1)NCc1ccc2c(c1)OCO2	-12%	0.3%	-3%	-24%	-7%	-7%	-3.6	0%	i
O=C(NCc1ccc(Cl)cc1)Nc1ccc(F)cc1	-7%	0.0%	-5%	-8%	10%	12%	0.1	0%	i

10 entries out of the list, sorted by SMILES length, ascending:
SMILES	HepG2 tox	Nrf2 activator	A549 viability	TGFb SMAD3 inh	Abeta yeast res	Nrf2 block	CCT chaperon mod	Mm-Cpn inhibitor	pAkt inh
O=C(NC1CCCCC1)c1cc(-c2ccccn2)nc2ccccc12	8%	0.2%	0%	13%	-6%	-8%	-0.6	-8%	i
COc1cccc(-c2ccnc3c(-c4ccccc4)c(C)nn23)c1	-36%	5.0%	-4%	3%	-22%	u	x	x	x
C/C(Cc1ccccc1)=N\NC(=O)CNC(=O)/C=C\c1ccccc1	11%	0.3%	4%	3%	13%	7%	-0.1	-1%	i
O=C(CCS(=O)(=O)c1ccc(F)cc1)Nc1nnc(-c2ccco2)o1	-1%	u	-4%	u	-6%	0%	-0.9	-5%	i
CC1CC(=O)Nc2ccccc2N1C(=O)CN1C(=O)C(=O)N(C)C1=O (stereo not drawn)	11%	0.4%	-1%	4%	-7%	16%	-2.9	-2%	i
Cc1onc(-c2ccccc2Cl)c1C(=O)N1CCN(C(=O)c2ccco2)CC1	-2%	0.3%	-4%	-9%	11%	6%	-0.7	2%	i
CSc1ccc(S(=O)(=O)N2CCC(C(=O)N3CCc4ccccc4C3)CC2)cc1	7%	2.1%	-3%	u	13%	u	-0.4	-7%	i
C/C(=N\Nc1ccc(C(=O)O)cc1)c1ccc(S(=O)(=O)NCc2ccco2)cc1	8%	0.1%	13%	15%	-2%	u	-0.2	2%	i
NC(=O)Nc1ccc(C(=O)OCC(=O)Nc2cccc(S(=O)(=O)NC3=NCCC3)c2)cc1	7%	-1.2%	-6%	-4%	12%	-13%	1.4	-2%	i
COc1ccc(CN(C(=O)CNC(=O)c2ccco2)C(C(=O)NCC2CCCO2)c2ccccc2)cc1 (stereo not drawn)	-10%	-0.1%	1%	4%	-13%	4%	-1.4	0%	i
